From PubChem
hiPSC survival: enhancers of single-cell hiPSC survival, primary screen, ATPlite luminescence | 360,000 tested, 0.044% active | AID 602274, 2012 | survival enhancement, % at 20 µM | 100% = ROCK inhibitor wells, 0% = DMSO; in the data active = survival enhancement above about 18%;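 note: cells exposed to compounds for 16 hours before the ATP read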
CaV13 ICDI inh: Primary screen for inhibitors of IQ motif and Ca2+-dependent inactivation inhibitor domain binding in CACNA1D, Förster resonance energy transfer in living cells, …. HEK cells, CFP/YFP FRET ICDI-IQ, plate reader, 10 min; percent FRET-ratio fall versus neutral wells. inhibition, % at 12.3 µM. 340,000 tested, 0.098% active. AID 743397;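 active = mean replicate inhibition of at least 30% and at least 1% of replicates passing that level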;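 note: 0% = median of the neutral control wells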
HTR2A ag: mouse Htr2a agonists via beta-arrestin recruitment, primary screen, cell-based, luminescence; 5-hydroxytryptamine receptor 2A (Mus musculus), P35363; CHO-K1 mHTR2A beta-arrestin complementation; percent of 30 µM serotonin response; activation, % at 7.6 µM; 360,000 tested, 0.66% active;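 active = activation above a run cutoff, the mean activation of all tested compounds plus 3 SD, cut at about 14% in these data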;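 note: 0% = plate median of compound wells and 100% = 30 µM serotonin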
Target sequence (P35363 whole entry, looked up): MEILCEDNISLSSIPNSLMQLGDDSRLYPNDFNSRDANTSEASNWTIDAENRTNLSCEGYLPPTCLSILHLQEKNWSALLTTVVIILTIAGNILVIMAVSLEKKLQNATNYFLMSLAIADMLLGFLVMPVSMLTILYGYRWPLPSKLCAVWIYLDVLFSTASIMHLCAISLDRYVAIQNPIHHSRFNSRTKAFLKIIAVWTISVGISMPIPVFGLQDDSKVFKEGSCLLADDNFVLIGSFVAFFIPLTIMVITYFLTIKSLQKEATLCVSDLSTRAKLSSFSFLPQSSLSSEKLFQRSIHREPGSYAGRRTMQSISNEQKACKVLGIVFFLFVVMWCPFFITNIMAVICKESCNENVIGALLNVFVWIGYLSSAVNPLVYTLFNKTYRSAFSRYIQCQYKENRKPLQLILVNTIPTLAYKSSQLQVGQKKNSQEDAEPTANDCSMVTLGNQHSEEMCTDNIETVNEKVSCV
HIF-2a inh: HIF-2a reporter inhibitors, primary screen, luminescence, 786-0 RCC cells. 786-0 RCC cells HIF-2a reporter, luciferase luminescence, overnight. inhibition, % at 18.8 µM. 360,000 tested, 0.72% active. AID 624352, 2012;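 active = inhibition of the luminescence signal of 40% or more relative to plate controls, in a single-dose primary screen at 18.75 µM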
NR2E3 ag-1: inhibitors of NR2E3-RetCOR corepressor binding, primary screen, NR2E3 agonist project, biochemical, TR-FRET, GST-NR2E3, biotin-RetCOR | 1536-well | AID 2300, 2010 | Photoreceptor-specific nuclear receptor (Homo sapiens), Q9Y5X4 | 320,000 tested, 0.12% active | inhibition of corepressor binding, % at 4.78 µM;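 active = percent inhibition above the cutoff of mean plus 3 SD of all tested compounds, set per screening campaign, cut at about 20% in these data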;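 note: 0% = DMSO wells and 100% = biotin wells as full block of FRET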
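Material: NR2E3–RetCOR corepressor complex / Amount: 1.35 nM GST-NR2E3 / Medium: Tris pH 7.5 / Compound: single nominal compound dose of 4.8 µM / Incubation: 5 h at 4 °C / Technique: TR-FRET, Eu(K)-anti-GST donor, streptavidin-D2 acceptor, ex 340, em 617/671 nm / Read-out basis: percent loss of FRET ratio relative to control wells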
Shn3 inh set2: reduction of Shn3 3'UTR firefly luciferase signal, primary screen, Schnurri-3 inhibitor project, cell-based, Clone20 osteoblasts, set 2 | Clone20 osteoblast Shn3 3'UTR firefly luciferase, 24 h | inhibition, % at 12.5 µM | 360,000 tested, 0.52% active | AID 588674, 2011;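 active = mean inhibition of at least 75% with every replicate also reaching 75%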;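 note: 0% = median of neutral control wells and 100% = pilot-screen positive control compound; some compounds past the cut are filed as inactive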
MITF TRPM1 inh: inhibitors of MITF-dependent TRPM1 promoter reporter, primary screen, cell-based, SK-MEL-5, single point, luciferase; inhibition, % at 12.5 µM; SK-MEL-5 TRPM1 promoter luciferase, 24 h; AID 488899, 2010; 330,000 tested, 0.83% active;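 active = mean inhibition across replicates of 60% or more, whatever share of single replicates reaches that level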; note: values of inactives mirror those of a sister screen read the other way
NR2E3 ag-2: NR2E3 agonists in two-hybrid cells, primary screen, cell-based, luminescence, CHO-S, Gal4-NCOR/VP16-NR2E3 | Photoreceptor-specific nuclear receptor (Homo sapiens), Q9Y5X4 | luciferase | inhibition of corepressor binding, % at 3.98 µM | 360,000 tested, 0.35% active | AID 602229, 2012;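 active = inhibition above the mean of all tested compounds plus 3 SD, cut at about 70% in these data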;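 note: 0% = DMSO with NR2E3 transfected cells and 100% = cells lacking NR2E3 construct; higher means lower luciferase signal from less NR2E3 corepressor binding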
PDI turbidity: inhibitors of human PDI, primary screen, biochemical, turbidity, single point, plate reader; Protein disulfide-isomerase (Homo sapiens), P07237; PDI insulin aggregation turbidity, A650, 90 min; inhibition, % at 10 µM; 350,000 tested, 0.052% active; AID 588391, 2011;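 active = mean inhibition across replicates of 30% or more, whatever share of single replicates reach that level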;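 note: absorbance from insulin aggregation driven by PDI reduction with DTT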
H9c2 protect: cardioprotection against H2O2-induced cell death, primary screen, uHTS, H9c2 cells, ATPLite luminescence. 360,000 tested, 0.63% active. protection from H2O2 cell death, % at 20 µM. AID 588492, 2011. H9c2 cardiomyocytes, H2O2 injury protection, 2 h;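 active = compounds giving at least 50% protection of heart cells from peroxide-induced death in the single-dose screen, raw or plate-pattern-corrected value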;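 note: 0% = DMSO wells with peroxide and 100% = DMSO wells without peroxide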
Peg3 prom inh: Peg3 promoter-driven luciferase inhibitors, primary screen, cell-based, HeLa, luciferase luminescence. inhibition, % at 20 µM. AID 588405, 2011. HeLa PEG-Prom luciferase reporter, overnight. 360,000 tested, 1.7% active;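 active = inhibition of at least 50% at 20 µM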
* hit, by the source's call; . = no result given; + = active, no number. Hits appear at their usual frequency; about 3.9% have a hit in one of these screens.

SMILES	hiPSC survival	CaV13 ICDI inh	HTR2A ag	HIF-2a inh	NR2E3 ag-1	Shn3 inh set2	MITF TRPM1 inh	NR2E3 ag-2	PDI turbidity	H9c2 protect	Peg3 prom inh
O=C(NC1CCCN(CCc2ccccc2)C1)c1c(F)cccc1F (configuration not stated)	0.9	-4	5	16	1	1	1	-6	10	5	-3
CC(=O)c1cccc(NC(=O)CCc2nnc3ccc(N4CCN(C)CC4)nn23)c1	1.3	-3	-1	13	-2	8	-1	-11	3	1	4
C[C@H]1CN([C@@H](C)CO)C(=O)c2c(c3ccccc3n2C)-c2ccccc2CO[C@H]1CN(C)Cc1cccc(F)c1	13	-8	5	-15	.	-9	.	-25	11	-17	18
C=CCc1cc(OC)ccc1OCCOCCC(C(=O)OCC)C(=O)OCC	-1.0	-2	-3	6	4	-9	-9	16	0	-14	-5
Cn1c(=O)c2c(nc(OCc3cccnc3)n2Cc2c(F)cccc2Cl)n(C)c1=O	1.6	.	3	22	3	15	-4	-13	7	14	13
CCOC(=O)C1CCN(c2nc(C)cc(C)c2C#N)CC1	0.1	-3	16*	-12	1	8	-1	-13	3	-2	-3
CC(/C=C\c1ccccc1)=C/C(=O)O	-0.3	-14	4	7	-4	-10	3	0	-7	3	8
CC(C)C[C@H](NC(=O)c1nc[nH]c1C(=O)N1CCC(C)CC1)C(=O)OC(C)(C)C	1.9	-11	12	15	0	-14	2	10	-1	-4	9
COc1ccc(N2CCN(S(=O)(=O)c3c(C(=O)N4CCOCC4)c(C)n(C)c3C)CC2)cc1	-0.1	-1	-2	4	-2	-3	-5	-19	0	0	-14
CCc1ccc([C@H]2C(C(=O)O)=C[C@@H](CC3CCCC3)N2S(=O)(=O)c2ccc(C)cc2)cc1	0.0	-5	12	1	.	8	4	57	-9	-9	6
CCOc1cc(-c2c(C#N)c(N)nc3c2CCCC3)ccc1O	-0.9	-5	1	17	4	15	1	6	11	-7	22
CCOC(=O)c1sc(NCC2CCCO2)nc1C (configuration not stated)	1.0	-7	-1	-103	1	-4	-20	-51	-10	8	-62
CCCOc1ccc(C2C(C(=O)c3ccco3)=C(O)C(=O)N2CCCn2ccnc2)cc1OC (configuration not stated)	-2.4	-13	0	-30	.	-25	.	-12	-11	0	-40
Cc1c(CC(=O)NCCC(=O)O)c(=O)oc2cc3oc4c(c3cc12)CCCC4	0.3	-4	6	17	2	6	5	-10	-4	3	1
CCN(c1ccccc1)S(=O)(=O)c1ccc(OC)c(NC(=O)CN(C)C)c1	-0.1	+	-4	15	1	5	4	8	-1	2	12
O=C(O)c1cc2cc(Oc3ccccc3)ccc2[nH]1	-0.6	1	3	28	0	24	9	1	-4	1	20
CCc1c(C(=O)NC2CCCc3ccccc32)[nH]c(C)c1C(C)=O (configuration not stated)	-0.4	-2	-12	-15	3	47	12	-11	7	-4	10
CC(C)(C)C(=O)Nc1nnc(SCC(=O)NCc2ccco2)s1	-0.4	-6	-1	13	-4	-11	13	-7	1	0	7
Cc1ccc(S(=O)(=O)/C(=C/Cl)NC(=O)c2ccccc2)cc1	-0.9	-15	5	41*	0	61	33	10	-17	-15	81*
O=C(NCc1ccc2c(c1)OCO2)c1ccc2c(c1)N(Cc1c(F)cccc1Cl)C(=O)CS2	-1.6	-3	1	10	0	58	18	-4	-2	0	18
Cc1ccc2nc(-c3ccccn3)c(NC3CCCC3)n2c1	-2.5	-5	-3	-135	1	-7	-14	60	-3	28	-118
COc1cccc(C(C)NC(=O)Nc2ccccc2Cl)c1 (configuration not stated)	-2.0	-3	4	18	6	-1	26	-1	-7	-13	0
CC(=O)Cc1ccccc1OCC(=O)O	-0.8	-4	1	9	5	-20	-1	-1	-1	0	-11
CC(C)(C)c1cc(C(F)(F)F)c(C#N)c(=O)[nH]1	-2.1	-4	1	-5	5	1	8	6	-4	-2	16

A stretch from the list above, for reference:
SMILES	hiPSC survival	CaV13 ICDI inh	HTR2A ag	HIF-2a inh	NR2E3 ag-1	Shn3 inh set2	MITF TRPM1 inh	NR2E3 ag-2	PDI turbidity	H9c2 protect	Peg3 prom inh
CCN(c1ccccc1)S(=O)(=O)c1ccc(OC)c(NC(=O)CN(C)C)c1	-0.1	+	-4	15	1	5	4	8	-1	2	12
O=C(O)c1cc2cc(Oc3ccccc3)ccc2[nH]1	-0.6	1	3	28	0	24	9	1	-4	1	20
CCc1c(C(=O)NC2CCCc3ccccc32)[nH]c(C)c1C(C)=O (configuration not stated)	-0.4	-2	-12	-15	3	47	12	-11	7	-4	10
CC(C)(C)C(=O)Nc1nnc(SCC(=O)NCc2ccco2)s1	-0.4	-6	-1	13	-4	-11	13	-7	1	0	7
Cc1ccc(S(=O)(=O)/C(=C/Cl)NC(=O)c2ccccc2)cc1	-0.9	-15	5	41*	0	61	33	10	-17	-15	81*
O=C(NCc1ccc2c(c1)OCO2)c1ccc2c(c1)N(Cc1c(F)cccc1Cl)C(=O)CS2	-1.6	-3	1	10	0	58	18	-4	-2	0	18
Cc1ccc2nc(-c3ccccn3)c(NC3CCCC3)n2c1	-2.5	-5	-3	-135	1	-7	-14	60	-3	28	-118
COc1cccc(C(C)NC(=O)Nc2ccccc2Cl)c1 (configuration not stated)	-2.0	-3	4	18	6	-1	26	-1	-7	-13	0
CC(=O)Cc1ccccc1OCC(=O)O	-0.8	-4	1	9	5	-20	-1	-1	-1	0	-11

Copied from the list:
Entry of `CC(=O)Cc1ccccc1OCC(=O)O` in NR2E3 ag-1: 5
Entry of `Cc1ccc2nc(-c3ccccn3)c(NC3CCCC3)n2c1` in HTR2A ag: -3
